# Avidin fluor = green autofluorescence of compounds with avidin beads – biophysical, 488/530 nm, flow cytometry, artefact control, profiling panel; compound fluorescence 488/530 nm; stronger effect = higher value; fluorescence (KMESF) at 10 µM; 0.38% of 220,000 active; AID 1775, 2009; in the data active means fluorescence above about 47; further: inactives centre near 10
# Pf gamet viab = late stage P. falciparum gametocyte viability inhibitors, primary screen, ATP luminescence, HTS; P. falciparum stage V gametocytes, 24 h; inhibition, % at 10.9 µM; 0.065% of 150,000 active;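 active means inhibition above the mean plus 3 SD of compounds within the control limits, set per campaign, cut at about 38% in these data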;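 further: 0% = DMSO wells and 100% = medium only without gametocytes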
# Mcl1-Noxa inh = Mcl-1/Noxa binding inhibitors, primary screen, biochemical, TR-FRET, 1536-well. Induced myeloid leukemia cell differentiation protein Mcl-1 (Homo sapiens), Q07820. TR-FRET Mcl-1/Noxa peptide binding, 2 h. inhibition, % at 21.7 µM. 1.5% of 220,000 active. AID 1022, 2008;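 active means compounds that cut the protein-peptide binding signal by more than 50% relative to plate controls in a single-dose test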;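 further: His-tagged Mcl-1 with rhodamine Noxa BH3 peptide and terbium anti-His antibody; 0% = Mcl-1 plus Noxa peptide wells and 100% = peptide-only wells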
# Target sequence (Q07820 whole entry, looked up): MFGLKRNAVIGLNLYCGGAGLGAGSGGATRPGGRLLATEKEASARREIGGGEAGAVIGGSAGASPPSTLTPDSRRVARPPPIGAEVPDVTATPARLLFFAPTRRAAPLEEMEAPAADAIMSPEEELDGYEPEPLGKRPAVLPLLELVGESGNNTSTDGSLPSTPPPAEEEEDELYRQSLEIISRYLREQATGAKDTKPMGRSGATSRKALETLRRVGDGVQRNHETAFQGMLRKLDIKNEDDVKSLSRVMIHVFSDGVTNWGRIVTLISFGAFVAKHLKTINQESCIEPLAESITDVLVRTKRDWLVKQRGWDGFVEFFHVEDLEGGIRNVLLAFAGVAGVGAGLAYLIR
# Starred values were filed as active, the others as inactive. Not all compounds are listed. The share of hits here may be higher or lower than overall.
SMILES,Avidin fluor,Pf gamet viab,Mcl1-Noxa inh
Cc1ccc(NC(=O)c2cc(-c3cccs3)nc3ccccc23)nc1,3,27,38
CC(=O)Nc1ccc2nc(CN3CCC(CO)(CCc4ccccc4)CC3)ccc2c1,8,1,42
COC(=O)CCN(C(=O)c1ccc([N+](=O)[O-])cc1)c1ccccn1,7,16,4
CSc1nnc(C(C)(C)C)c(=O)n1/N=C/c1ccccc1O,6,-4,-1
O=S(=O)(NCc1ccccc1)c1ccc(Br)c2nsnc12,8,-15,-4
CC(C)Nc1ccc(C(CC(N)=O)NC(=O)Cc2ccc(Cl)cc2)cc1[N+](=O)[O-] (centres undefined),6,7,15
CC(C)(C)OC(=O)N1CCC[C@H]1c1nnc(SCc2cccc(Cl)c2)o1,4,8,22
CCOc1ccc(OCC)c(NC(=O)c2ccc(CNc3c(N4CCCC4)c(=O)c3=O)cc2)c1,16,20,-4
CCS(=O)(=O)c1ccc(O)c(NC(=O)Nc2ccccc2OC)c1,8,-6,0
COc1ccc(O)c(C(=O)c2cc(C#N)c(=O)n(-c3ccc(Cl)cc3)c2)c1,9,3,8
CC1CCN(C(=O)C2CCC(CNc3c(N4CCCCC4)c(=O)c3=O)CC2)CC1 (centres undefined),7,1,-28
Cc1ccc(S(=O)(=O)N(CC(O)CN2C(=O)NC(C)(C)C2=O)c2cccc(C)c2)cc1 (centres undefined),8,11,-1
N/C(CC(=O)Nc1ccc(F)c(Cl)c1)=N\OC(=O)c1cccs1,2,-10,-4
COc1ccc(C2c3ccc(O)cc3Oc3ncn4nc(-c5ccncc5)nc4c32)cc1OC (centres undefined),5,0,3
Cc1ccnc(NC(=O)COC(=O)c2ccc(F)cc2F)n1,6,-7,31
CCN(CC)S(=O)(=O)c1ccc(N2CCCC2)c(NC(=O)CC(C)(C)C)c1,6,1,-2
COc1cc(/C=N/NC(=O)CSc2ccccn2)ccc1OC(C)C,8,2,-1
CNc1nc2cccnc2s1,17,14,-3
O=c1c2sccc2[nH]c(=S)n1-c1ccccc1,10,5,6
O=C(COC(=O)CCC(=O)c1cccs1)NCc1cccs1,7,4,0
COc1ccc(C(=O)O)c(OC)n1,7,-2,-8
O=C(O)CC(CC(=O)Nc1ccc(N2CCOCC2)cc1)c1ccccc1 (centres undefined),6,8,-4
CN(Cc1ccccc1)C1=CC(=[N+]2CCCCC2)CC(C)(C)C1,9,5,27
O=C(N/N=C/c1ccccn1)c1cc(-c2ccc(Br)cc2)nc2ccccc12,9,-18,-155
Cc1cc(C(=O)NNC(=O)Nc2ccccc2)no1,7,0,-1
CC1(NC(=S)Nc2ccccc2)CCS(=O)(=O)C1 (centres undefined),7,15,-6
O=C(O)C/C(=C\c1cccc(NC(=O)c2ccccc2Cl)c1)c1nc2ccccc2s1,8,-9,65*
Cc1oc2ccccc2c1CNC(=O)N(C)C,8,1,-17
O=C(O)C(Cc1ccc(O)cc1)N1C(=O)C2CCCCC2C1=O (centres undefined),7,4,-6
CCOC(=O)C1(C(F)(F)F)N=C(c2ccccc2F)OC(N(C)C)=N1 (centres undefined),4,-2,14
CCOC(=O)NC(N(O)c1cccc(Cl)c1)C(Cl)(Cl)Cl (centres undefined),6,11,9
COc1ccc(-c2c[n+](CC(=O)c3ccccc3)c3n2CCCCC3)cc1,7,12,-25
CC(=O)Nc1ccc2c(c1)C(=O)N(c1cccc(C)c1)C2=O,8,-30,1
COc1ccc(NC(=O)C2CCOC(C)(C)C2)cc1 (centres undefined),8,7,-24
COc1ccccc1NC(=O)N1CCc2c([nH]c3ccccc23)C1C(F)(F)F (centres undefined),3,-2,-26
S=c1nc(-c2ccc(Br)cc2)[nH]c2ccccc12,7,-2,2
Cn1cccc/c1=N\c1cccc[n+]1C,6,10,1
Cc1cc(N2C(=O)C(O)=C(C(=O)c3cccs3)C2c2ccc(F)cc2)no1 (centres undefined),7,19,10
CC(C)(C)OC(=O)N1CCCN(C(=O)Nc2cccc(Cl)c2)CC1,8,10,-4
Cc1ccc(Oc2ncccc2NC(=O)CC2(CC(=O)O)CCCC2)c2c1CCC2,7,8,-4
NC(=O)c1cc(NC(=O)CCCc2nc3ccccc3s2)cc(C(N)=O)c1,10,-12,-3
CC1CC(=O)Nc2ccccc2N1S(=O)(=O)c1cccc(F)c1 (centres undefined),7,-16,-12
O=C(NCc1ccccc1)c1ncn[nH]1,8,22,-9
Cc1ccc(C(=O)COc2ncnc3cc(Cl)ccc23)cc1,6,5,10
COC(=O)CCCC1=CC2=C(c3ccccc3)C(=O)C(C)(OC(=O)C3CCCC3)C(=O)C2=CN1CCc1c[nH]c2ccccc12 (centres undefined),6,12,9
Oc1ccc(/C=N/Nc2ccnc3cc(Cl)ccc23)c(O)c1,9,4,88*
O=C(O)/C=C/C(=O)Nc1ccc(N2CCOCC2)nc1N1CCOCC1,6,6,36
COC(=O)c1[nH]c2ccccc2c1NC(=O)C(C)N1CCOCC1 (centres undefined),4,4,8
CCOc1ccc(-n2nnc3c(=O)n(CC(=O)Nc4cc(C)on4)cnc32)cc1,7,-9,-38
O=C1CSC(c2cccc([N+](=O)[O-])c2)N1C1CC2CCC1C2 (centres undefined),7,-8,15
C#CCSc1nnnn1-c1cccc(Cl)c1,5,13,0
O=C(Nc1ccccc1)Nc1sccc1-c1nc2ccccc2s1,7,-7,-5
C(=N\Nc1nc2ccccc2[nH]1)/c1cccc2nccnc12,6,-19,-23
Cn1c(=NC(=O)c2ccccc2[N+](=O)[O-])sc2cccc(F)c21,5,4,-7
COc1ccc(-c2nnsc2N2C(=O)c3ccccc3C2=O)cc1,6,3,2
COc1ccccc1CNC(=O)C1CCC(CNc2c(N3CCCCC3)c(=O)c2=O)CC1 (centres undefined),8,-11,-13
Cc1ccc2[nH]c(O)c(N=O)c2c1,4,-1,7
Cc1nc(SCc2ccc(C(=O)O)cc2)c2c(C)c(C)sc2n1,7,14,-6
Cc1ccc2c(c1)C(=O)C(=O)N2CC(=O)Nc1ccccc1NC(=O)c1ccccn1,9,-22,-4
N/C(=N\NC(=O)c1cccs1)c1cc2cc(Cl)ccc2oc1=O,9,10,-6
# (listing goes on)
SMILES,Avidin fluor,Pf gamet viab,Mcl1-Noxa inh
C=CCCCN(Cc1ccccc1)S(=O)(=O)c1ccccc1Br,9,-17,-17
CCOC(=O)Cn1c(=O)oc2cc(S(=O)(=O)N(C)c3ccc(OC)cc3)ccc21,10,5,21
CCOCCCn1c(SCC(=O)Nc2cccc(S(=O)(=O)NC3=NCCCCC3)c2)nc2ccccc2c1=O,5,30,13
CCN(CC)S(=O)(=O)c1cccc(NC(=O)COC(=O)CNC(=O)c2cccc(F)c2)c1,26,-14,-7
COc1ccc(C)c(-n2c(N)cc(=O)n(Cc3ccccc3)c2=O)c1,27,10,-5
O=C(Nc1csc([N+](=O)[O-])c1)Nc1c(Cl)cccc1Cl,6,-6,2
O=C(c1ccccc1)c1ccc2c(c1)OCCOCCOCCOCCO2,4,-6,-15
Nc1c(Cl)ncnc1NCCc1ccc(O)cc1,19,-13,-5
N=c1sccn1CC(=O)Nc1cc(S(=O)(=O)N2CCCCC2)ccc1Cl,6,-41,-3
CCOC(=O)c1nc(C)sc1-c1ccnn1S(=O)(=O)c1ccccc1C(F)(F)F,3,4,-4
Cc1ccc(-n2c(CC#N)n[nH]c2=S)c(C)c1,7,2,16
CN1CCC(NC(=O)NC2CCCCC2)CC1,12,-12,-26
COc1cc(C(=O)O/N=C(\N)Cc2ccc([N+](=O)[O-])cc2)cc(OC)c1OC,9,4,3
c1ccc2c(c1)Oc1cccc3cccc-2c13,10,15,21
O=C(CSc1nc(O)c(Cc2ccccc2)c(=O)[nH]1)c1ccccc1,4,-27,11
Cc1cccc(C(=O)N/N=C2\CS(=O)(=O)N(C)c3ccsc32)c1,8,29,-105
CC[N+](CC)(CC#Cc1ccccc1)CC#Cc1ccccc1,8,0,11
Cc1onc(-c2ccccc2Cl)c1C(=O)c1ccccc1,-2,11,-3
Cn1c(CSCC(=O)Nc2ccccc2)nnc1SCc1ccccc1,3,-10,1
Cc1cc(=O)[nH]c(SCC(=O)Nc2ccc(Br)cc2)n1,7,-4,5
N/C(=N\O)c1ccc([N+](=O)[O-])s1,7,19,1
Nc1ccccc1C(=O)NC1CCCCNC1=O (centres undefined),7,-7,-2
CC(OC(=O)Cc1coc2ccc3ccccc3c12)C(=O)NC(N)=O (centres undefined),8,17,-3
CCC(=Nc1ccccc1)C1=C(O)CCCC1=O,6,11,9
COc1ccc(C2NC(=O)Cc3cc(OC)c(OC)cc32)cc1OC (centres undefined),8,-3,4
CNC(=O)Nc1cc(NC(=O)NC)cc(C(F)(F)F)c1,7,-16,0
CN(C)/C=C/C(=O)c1ccc(F)cc1F,7,0,-9
CCCn1nc(NC(=O)c2ccco2)c2cc3cc(C)ccc3nc21,5,0,22
NS(=O)(=O)c1ccc(Sc2nc3ccccc3s2)c([N+](=O)[O-])c1,5,-14,-2
O=c1c(=O)n2c(nn1Cc1ccc(F)cc1)sc1ccccc12,8,4,11
O=C(CSc1nnc(-c2cccnc2)o1)NNC(=O)c1ccc(Br)cc1,8,14,-125
COC(=O)Nc1ccc(S(=O)(=O)NC2CCS(=O)(=O)C2)cc1 (centres undefined),8,-45,-3
COCCn1c(C)cc(/C=C2/NC(=O)N(Cc3ccc(C)cc3)C2=O)c1C,8,15,7
CCN(CC)C(=O)CC(c1ccc(N(C)C)cc1)c1c(OC)cc(OC)c2ccc(=O)oc12 (centres undefined),16,7,9
Cc1nc(-c2ccccc2)sc1-c1nnc(C2CC2)o1,6,-7,-39
CC(C)(CC(=O)O)CC(=O)Nc1ccc(Oc2ccc(C(C)(C)C)cc2)nc1,3,-4,25
COc1ccccc1/C=C/C=c1\sc2nc(=O)c(Cc3ccccc3)nn2c1=O,7,16,51*
COC(=O)c1ccccc1NC(=O)CSc1ncccn1,4,12,22
Brc1cnc2nc(SC/C=C/c3ccccc3)[nH]c2c1,8,10,6
Cc1cccn2cc(CCNC(=O)Cc3cccs3)nc12,4,2,1

# Structures from the list above with a furan ring, fused or not (three):
SMILES,Avidin fluor,Pf gamet viab,Mcl1-Noxa inh
Cc1oc2ccccc2c1CNC(=O)N(C)C,8,1,-17
CC(OC(=O)Cc1coc2ccc3ccccc3c12)C(=O)NC(N)=O (centres undefined),8,17,-3
CCCn1nc(NC(=O)c2ccco2)c2cc3cc(C)ccc3nc21,5,0,22

# (continued)
SMILES,Avidin fluor,Pf gamet viab,Mcl1-Noxa inh
O=C(CN1C(=O)c2ccccc2S1(=O)=O)c1ccc(O)c(O)c1,5,17,20
COC(=O)c1ccc2nccnc2c1,8,-9,0
O=C(O)C1C2CCCCC2=C2CCCCC2C1C(=O)c1ccccc1 (centres undefined),7,-17,9
O=C(/C=C/c1ccccc1)C1=C(O)C(=O)N(CCO)C1c1cccc([N+](=O)[O-])c1 (centres undefined),4,-14,25
COc1cc(/C=C2\SC(=S)N(NS(=O)(=O)c3ccc(C)cc3)C2=O)cc(OC)c1OC,7,17,8
COc1ccc(CCNC(=O)c2cc(-c3cc(C)cc(C)c3O)n[nH]2)cc1OC,7,-23,18
CCN(CC)CCCNC(=S)N(Cc1cccnc1)Cc1cc2cc(C)ccc2[nH]c1=O,7,2,4
COCCCn1c(=NC(=O)c2ccccc2)c(C#N)cc2c(=O)n3cccc(C)c3nc21,6,7,18
Nc1nc(NS(=O)(=O)c2ccc(Cl)cc2)nn1-c1ccccc1,7,0,15

# Compounds from the list above containing an aryl thioether with sulfur outside any ring (13):
SMILES,Avidin fluor,Pf gamet viab,Mcl1-Noxa inh
CSc1nnc(C(C)(C)C)c(=O)n1/N=C/c1ccccc1O,6,-4,-1
CC(C)(C)OC(=O)N1CCC[C@H]1c1nnc(SCc2cccc(Cl)c2)o1,4,8,22
COc1cc(/C=N/NC(=O)CSc2ccccn2)ccc1OC(C)C,8,2,-1
C#CCSc1nnnn1-c1cccc(Cl)c1,5,13,0
Cc1nc(SCc2ccc(C(=O)O)cc2)c2c(C)c(C)sc2n1,7,14,-6
CCOCCCn1c(SCC(=O)Nc2cccc(S(=O)(=O)NC3=NCCCCC3)c2)nc2ccccc2c1=O,5,30,13
O=C(CSc1nc(O)c(Cc2ccccc2)c(=O)[nH]1)c1ccccc1,4,-27,11
Cn1c(CSCC(=O)Nc2ccccc2)nnc1SCc1ccccc1,3,-10,1
Cc1cc(=O)[nH]c(SCC(=O)Nc2ccc(Br)cc2)n1,7,-4,5
NS(=O)(=O)c1ccc(Sc2nc3ccccc3s2)c([N+](=O)[O-])c1,5,-14,-2
O=C(CSc1nnc(-c2cccnc2)o1)NNC(=O)c1ccc(Br)cc1,8,14,-125
COC(=O)c1ccccc1NC(=O)CSc1ncccn1,4,12,22
Brc1cnc2nc(SC/C=C/c3ccccc3)[nH]c2c1,8,10,6

# Source: PubChem BioAssay (several laboratories)
